Shiga inhibitor: inhibitors of Shiga toxin in Vero cells; hit rate 9.2% among 290,000; AID 2315; Vero cells, Shiga toxin protein synthesis inhibition reporter; inhibition, % at 38.7 µM; in the data active = inhibition mostly above about 28%, no sharp cut-off; inactive = mostly below about 43%; note: 0% is about no effect
Giardia FBPA inh: Giardia lamblia aldolase inhibition; Potency, µM (doses to about 59.6 µM), for the others: at the highest dose activity, negative = inhibition, most hits filed as inhibitors; AID 2451; purified Giardia FBPA; hit rate 0.71% among 290,000; note: potency is the fitted concentration of half-maximal effect; % is set by controls: 0 for no effect and ±100 for the full control effect; nearly all actives have a fitted effect of over 55% in size
Target sequence (A8B2U2 whole entry, looked up): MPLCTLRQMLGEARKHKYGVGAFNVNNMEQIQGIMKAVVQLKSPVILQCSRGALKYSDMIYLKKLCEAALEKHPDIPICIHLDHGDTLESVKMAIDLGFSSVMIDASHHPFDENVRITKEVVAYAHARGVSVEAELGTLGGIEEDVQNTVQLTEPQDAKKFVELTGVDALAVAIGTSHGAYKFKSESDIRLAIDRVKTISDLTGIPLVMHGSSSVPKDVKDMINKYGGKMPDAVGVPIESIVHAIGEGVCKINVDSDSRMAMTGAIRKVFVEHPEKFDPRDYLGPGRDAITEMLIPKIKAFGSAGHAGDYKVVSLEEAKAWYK
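Giardia FBPA (40 nM reagent) was preincubated 10 min at RT with compound (up to 57.5 uM final), then substrate plus GAPDH/TPI/NAD/arsenate coupling system with diaphorase/resazurin was added; resorufin fluorescence (525/598 nm) was read after 20 min.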
HCMV inh: human cytomegalovirus inhibition. hit rate 4.5% among 410,000. activity change, negative = inhibition, % at 57.5 µM. AID 1259415. HFF cells, HCMV-luciferase reporter, 72 h; stronger effect = lower value; in the data active = activity change below about -60%; inconclusive = no clear call, values can overlap the other calls; inactive = above about -39%; note: % is set by controls: 0 for no effect and ±100 for the full control effect
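After 16 h attachment at 37C, HFF cells received test compound and HCMV-luciferase (1 PFU/cell); reporter luminescence read 72 h later, data normalized against buffer-only and known inhibitor Salinomycin.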
AMA1-RON2 inh: disrupts binding of P. falciparum AMA1 to RON2; AID 720542; hit rate 0.2% among 360,000; AlphaScreen AMA1-biotinylated RON2 peptide binding; Potency, µM (highest dose often 58.2 µM), for the others: at the highest dose activity change, negative = inhibition, most hits filed as inhibitors;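 note: potency is the fitted concentration of half-maximal effect; 0% = vehicle wells and -100% = peptide control; nearly all actives have a fitted effect of over 45% in size; some results filed as inactive show a strong effect at the top dose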
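AMA1 (3D7) with his tag at 25 nM final met compounds first, then biotinylated RON2 peptide at 25 nM; detection used donor plus acceptor beads, 10 µg/mL apiece, read by AlphaScreen after 30 min at room temperature.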
CHX counter: affects cycloheximide protein synthesis inhibition readout, counter-screen; hit rate 12% among 300,000; max response, %; cell reporter, cycloheximide protein synthesis inhibition counterscreen; in the data active = max response mostly above about 13%, no sharp cut-off; inactive = mostly below about 14%; note: read at 38.3 µM for the half of the compounds with a filed dose; 0% is about no effect
AmpC no deterg: AmpC beta-lactamase inhibition without detergent; AmpC nitrocefin hydrolysis, absorbance 480 nm, 0.0001% Triton; Potency, µM (highest dose often 57.1 µM), inactives show at the highest dose activity change, negative = inhibition, actives largely listed as inhibitors; hit rate 0.52% among 330,000; AID 485341;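 note: potency is the fitted concentration of half-maximal effect; plate controls were no compound for no effect and no enzyme for full effect; nearly all actives have a fitted effect of over 20% in size; some results filed as inactive show a strong effect at the top dose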
Target sequence (P00811 whole entry, looked up): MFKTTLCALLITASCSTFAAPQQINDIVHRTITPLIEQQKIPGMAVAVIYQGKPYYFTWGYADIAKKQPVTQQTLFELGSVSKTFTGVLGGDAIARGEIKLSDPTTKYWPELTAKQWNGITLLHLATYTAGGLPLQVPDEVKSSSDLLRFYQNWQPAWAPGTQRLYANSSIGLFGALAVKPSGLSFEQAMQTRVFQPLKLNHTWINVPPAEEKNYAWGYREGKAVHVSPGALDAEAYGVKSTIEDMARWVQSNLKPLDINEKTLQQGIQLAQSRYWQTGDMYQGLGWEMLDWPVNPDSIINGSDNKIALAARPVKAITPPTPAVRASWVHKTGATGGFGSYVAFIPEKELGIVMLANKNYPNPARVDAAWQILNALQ
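AmpC (5.3 nM in the dispensed reagent) in 20 mM phosphate pH 7.0 with 0.01% (detergent screen) or 0.0001% Triton X-100 was preincubated with compounds for 15 min at room temperature. Nitrocefin was then added from an 800 uM solution, and hydrolysis was followed at 480 nm.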
AmpC inh detg: inhibitors of E. coli AmpC beta-lactamase with detergent | P00811 | AmpC hydrolysis of nitrocefin, absorbance 480 nm, 0.01% Triton | Potency, µM (highest dose often 114 µM), inactives show at the highest dose activity change, negative = inhibition, hits mostly inhibitors | hit rate 0.041% among 370,000 | AID 485294;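 note: potency is the fitted concentration of half-maximal effect; 0% = no-compound wells and -100% = no-enzyme wells; nearly all actives have a fitted effect of over 25% in size; some results filed as inactive show a strong effect at the top dose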
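AmpC (5.3 nM in the dispensed reagent) in 20 mM phosphate pH 7.0 with 0.01% (detergent screen) or 0.0001% Triton X-100 was preincubated with compounds for 15 min at room temperature. Nitrocefin was then added from an 800 uM solution, and hydrolysis was followed at 480 nm.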
The depositor's hits bear a star; ? = inconclusive; nt = not tested or not shown; & = joins results of further samples; [ ] = dose if it differs, or a comment. Unless noted, calls come from the whole dose curve; as a rule, active = well fitted curve in the direction sought with a large enough effect; inconclusive = small, poorly fitted or top-dose-only effect, or another doubt; inactive = no such curve, though single readings can be large; an effect the other way counts as inactive or inconclusive.

SMILES | Shiga inhibitor | Giardia FBPA inh | HCMV inh | AMA1-RON2 inh | CHX counter | AmpC no deterg | AmpC inh detg
CCOc1ccccc1C(=O)NC(C(=O)N(C)Cc1ccc2c(c1)OCO2)C(C)C (stereo not drawn) | nt | nt | ? | 3% | nt | 0% | -1%
CC(=O)Nc1ccc(S(=O)(=O)NC2CC2)cc1 | nt | 1% | 82 | -9% | -3 | -11% | -23%
O=C(Nc1ccc([N+](=O)[O-])cc1)N1CCN(C(=O)C2CCCO2)CC1 (stereo not drawn) | 3 | nt | 14 | 8% | -1 | -16% | -4%
CN(C(=O)CSc1nnc(-c2ccccc2)o1)c1c(N)n(Cc2ccccc2)c(=O)[nH]c1=O | -6 | -3% | -18 | -4% | -2 | 87%[activator] | -7%
c1ccc(-c2nnc(-c3ccccc3)o2)cc1 | 85* | 2% | 170 | 8% | 31* | -23% | ?
CN(CCCN1CCOCC1)C(=O)c1cc(COc2cccc(C(F)(F)F)c2)on1 | 8 | nt | ? | 1% | -2 | 139%[activator] | -5%
O=C(N/N=C/c1ccccn1)c1ccc(NC(=O)c2ccc(F)cc2)cc1 | 25 | 8% | -3 | 61%[activator] | 11 | -35% | 0%
CSC1=NCCN1C(=O)COc1ccccc1 | 1 | 3% | ? | 9% | -4 | -10% | -11%
CCOc1ccc(/C=C/C(O)=C2/C(=O)NC3(C)CC2c2ccccc2O3)cc1OC (stereo not drawn) | -14 | 1% | ? | 12% | -14 | 0% | -9%
O=C(CSc1nnc(-c2ccc(O)cc2)o1)Nc1cccc(O)c1 | 64 | 7% | 187 | 6% | 24* | -24% | -5%
COc1ccc(-c2cc(=O)oc3cc(OCC(=O)NCC(O)c4ccccc4)ccc23)cc1 (stereo not drawn) | -5 | -3% | -19 | -15% | -4 | -20% | ?
Cc1ccc(N2C(=O)Nc3ccc(Br)cc3C2(O)C(=O)NCCN(C)C)cc1C (stereo not drawn) | 2 | 13% | -9 | -3% | -4 | -27% | -18%
C=CCN1c2ccccc2C(=O)CS1(=O)=O | nt | nt | 25 | -3% | nt | -57% | 0%
CCC(=O)c1ccc(OCCSc2ncccn2)cc1 | 88* | 18% | 99 | -14% | 53* | 17% | 3%
COC(=O)CCCCCN1C(=O)NC(c2ccccc2)C(C(=O)OCc2ccccc2)=C1C (stereo not drawn) | -14 | 3%&-7% | -32 | 25% | -2 | 22% | -2%
O=C(O)c1ccnc(Cl)c1 | -9 | 9% | 26 | 0% | -1 | -16% | -8%
Cc1cc(C(=O)Oc2ccccc2C(=O)O)c(C)o1 | 10 | 7% | 6 | -9% | -3 | 30% | ?
Fc1ccccc1CSc1ncn[nH]1 | 18 | -20% | -5 | -15% | 11 | -17% | ?
O=C(NCCc1nccs1)C1CCC(=O)N(Cc2cccc(C(F)(F)F)c2)C1 (stereo not drawn) | -8 | -4% | 22 | 18% | -1 | 5% | 2%
O=[N+]([O-])c1ccccc1NCc1c(O)ccc2ccccc12 | 8 | ? | 64 | -18% | 2 | -46% | -8%

Next section (6 carried over from the part before).
SMILES | Shiga inhibitor | Giardia FBPA inh | HCMV inh | AMA1-RON2 inh | CHX counter | AmpC no deterg | AmpC inh detg
COC(=O)CCCCCN1C(=O)NC(c2ccccc2)C(C(=O)OCc2ccccc2)=C1C (stereo not drawn) | -14 | 3%&-7% | -32 | 25% | -2 | 22% | -2%
O=C(O)c1ccnc(Cl)c1 | -9 | 9% | 26 | 0% | -1 | -16% | -8%
Cc1cc(C(=O)Oc2ccccc2C(=O)O)c(C)o1 | 10 | 7% | 6 | -9% | -3 | 30% | ?
Fc1ccccc1CSc1ncn[nH]1 | 18 | -20% | -5 | -15% | 11 | -17% | ?
O=C(NCCc1nccs1)C1CCC(=O)N(Cc2cccc(C(F)(F)F)c2)C1 (stereo not drawn) | -8 | -4% | 22 | 18% | -1 | 5% | 2%
O=[N+]([O-])c1ccccc1NCc1c(O)ccc2ccccc12 | 8 | ? | 64 | -18% | 2 | -46% | -8%
CN(c1ccc(C(=O)N2CCOCC2)cc1[N+](=O)[O-])C1CCCCC1 | 95* | 2%[12.9 µM] | 46 | -10% | 48* | 50% | -11%
O=C(COC(=O)COc1ccccc1)Nc1ccc2c(c1)OCCO2 | nt | nt | 9 | -3% | nt | -17% | nt
COC(=O)c1cc(CNC(=O)c2ccc(O)c(Cl)c2)ccc1OC | 21 | 28% | -29 | 21% | -3 | -20% | -1%
CCCC(=O)N1CCN(c2ccc(NC(=O)c3ccco3)cc2)CC1 | 11 | -16% | 12 | 1% | 8 | -19% | -3%
O=C(C[n+]1ccccc1)Nc1cc(C(F)(F)F)ccc1Cl | -2 | -3% | 36 | 7% | -3 | -13% | ?
CCc1c(C)c2ccc(OC3CCCCC3=O)cc2oc1=O (stereo not drawn) | 28 | 9% | 1 | 5% | 16* | -9% | 0%
CCn1cc(C(=O)NCc2ccc(C)o2)c2cc(OC)c(OC)cc2c1=O | -9 | 1% | 27 | 11% | -8 | 17% | ?
O=C(CC1SC(=NCCc2ccccc2)N(/N=C/c2cccs2)C1=O)Nc1ccc(Cl)cc1 (stereo not drawn) | 21 | -1% | -29 | 36%[activator] | 13* | -12% | 1%
CNC(=S)c1cc(C(C)(C)C)c(O)c(C(C)(C)C)c1 | 3 | 0% | 25 | -15% | -1 | -1% | -1%
O=C(O)Cc1ccc2ocnc2c1 | 9 | -4% | 34 | -4% | -1 | -13% | ?

Looked up above.
Result for `CN(CCCN1CCOCC1)C(=O)c1cc(COc2cccc(C(F)(F)F)c2)on1` in AmpC inh detg: -5%
Result for `CNC(=S)c1cc(C(C)(C)C)c(O)c(C(C)(C)C)c1` in Shiga inhibitor: 3
Result for `O=[N+]([O-])c1ccccc1NCc1c(O)ccc2ccccc12` in AmpC inh detg: -8%
Result for `CSC1=NCCN1C(=O)COc1ccccc1` in Shiga inhibitor: 1
Result for `COc1ccc(-c2cc(=O)oc3cc(OCC(=O)NCC(O)c4ccccc4)ccc23)cc1` (stereo not drawn) in Shiga inhibitor: -5
Result for `O=C(O)Cc1ccc2ocnc2c1` in AmpC no deterg: -13%
Result for `Cc1cc(C(=O)Oc2ccccc2C(=O)O)c(C)o1` in Shiga inhibitor: 10

Additional entries:
SMILES | Shiga inhibitor | Giardia FBPA inh | HCMV inh | AMA1-RON2 inh | CHX counter | AmpC no deterg | AmpC inh detg
CCC1SC2=NCN(c3ccccc3)CN2C1=O (stereo not drawn) | -19 | 2% | nt | nt | 5 | -11% | 5%
CC1=C(C(=O)Nc2ccccc2)C(c2cccc([N+](=O)[O-])c2)Nc2nc3ccccc3n21 (stereo not drawn) | -10 | 0% | ? | -9% | -2 | 15% | ?
COc1ccc(C2/C=C\CN(C(=O)c3ccc(C)cc3)[C@H](Cc3ccccc3)C(=O)N2Cc2ccc(F)cc2)cc1 (stereo partly drawn) | 1 | -6% | nt | -3% | -2 | -8% | -3%
CC(C)c1ccc(NC(=O)NCc2ccc(F)cc2)cc1 | 38 | -2% | -33 | -2% | 10 | -27% | 3%
Cc1ccc(C)c(S(=O)(=O)Nc2ccc(O)c3ccccc23)c1 | 5 | -16% | -22 | ? | 4 | -36% | 3%
COC(=O)C1=C(C)N(Cc2ccco2)C(=O)/C1=C\c1ccc(N(C)C)cc1 | -11 | -4% | -23 | ? | -3 | -11% | -16%
O=C(CNC(=O)c1ccc(F)cc1)N/N=C/c1cccnc1 | -6 | 9% | -36 | -2% | 0 | -12% | -12%
COc1cccc(C(=O)CC(=O)C(=O)Nc2ccc(C)cc2Cl)c1 | 38* | -22% | -13 | 64%[activator] | 12* | -41% | -9%
O=C(O)CC/C(=C\c1cccc(NC(=O)c2ccccc2Cl)c1)c1nc2ccccc2s1 | 9 | 16% | ? | 6% | 8 | -23% | -2%
Cn1c(C(=O)NCC2CCCO2)cc2c(=O)n3ccccc3nc21 (stereo not drawn) | 11 | -2% | 27 | -3% | 7 | -12% | ?
Cc1cccc(NS(=O)(=O)c2ccc3c(c2)oc(=O)n3C)c1C | 4 | -1% | -35 | -5% | -3 | -18% | ?
CCOC(=O)N/N=C/c1cc(C)n(-c2cccc3ccccc23)c1C | 13 | -12% | 31 | -4% | -3 | -8% | -1%
CCCc1cc(=O)[nH]c(SCc2nc3ccccc3o2)n1 | -6 | -26% | -15 | -10% | 3 | -4% | ?
NNC(=O)c1cccc(COc2ccc3c(c2)CCC3)c1 | 196* | -3% | 65 | 53%[activator] | 206* | -6% | 3%
O=C(c1ccc(Cl)cc1)c1cc([N+](=O)[O-])ccc1N1CCOCC1 | -23 | -7% | ? | -9% | -1 | -1% | -5%
NCCCC[C@H](NC(=O)[C@@H]1CCCN1C(=O)[C@@H](N)CCCN=C(N)N)C(=O)N1CCC[C@H]1C(=O)N[C@@H](CCC(N)=O)C(=O)N[C@@H](CCC(N)=O)C(=O)N[C@@H](Cc1ccccc1)C(=O)O | -10 | 2% | nt | nt | -5 | nt | nt
C/C(=N\NC(=O)CNC(=O)c1ccncc1)c1ccc(C)cc1 | 11 | 1% | -22 | 4% | 8 | 4% | 0%
O=C(c1ccccc1)N1CCN(S(=O)(=O)N2CCCCCC2)CC1 | -4 | 0% | 2 | 10% | -3 | 9% | -7%
COc1cc(NC(=O)c2ccc(-c3ccc(Br)cc3)o2)ccc1NC(=O)C(C)C | -8 | 2% | -24 | 1% | -6 | -8% | -8%
COc1cccc(C(=O)Nc2ccc(N3CCCC3)cc2)c1 | 48* | -27% | -11 | ? | 31* | -25% | -8%
CC(C)Oc1ccc(C(=O)NC2(C(F)(F)F)NC(=O)N(CCCc3ccccc3)C2=O)cc1 (stereo not drawn) | 10 | -6% | -29 | 3% | -2 | -6% | -6%
O=C(CSCc1cccc(CSCC(=O)Nc2ccccc2)n1)Nc1ccccc1 | -5 | 0% | -5 | 18% | -2 | -20% | 1%
Cc1ccc(S(=O)(=O)N2CCN(C(=O)Cn3cnc4c3c(=O)n(C)c(=O)n4C)CC2)cc1C | nt | nt | -37 | -12% | nt | 21% | -4%

Outcome played no part in choosing rows. About 16% of those tested had a hit in this group.
